DYRK1A inh: Dyrk1A (rat) kinase inhibition | Q63470 | ADP-Glo luminescence, NFATc1 peptide | inhibition, % at 12.5 µM | actives 0.43% (n = 310,000) | AID 504441; in the data active = inhibition above about 50%;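 note: plate controls were vehicle with enzyme for no effect and no enzyme for full effect; many of its hits are not listed in these tables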
Starred values were filed as active, the others as inactive.

`CCN1C(=O)[C@H]2[C@H]3CN=C(SCc4ccc(C(=O)OC)cc4)N3[C@@](C)(C(=O)OC)[C@H]2C1=O` gave DYRK1A inh -3.
`CC(=NNc1ccc([N+](=O)[O-])cn1)c1ccccc1` gave DYRK1A inh 9.
Screening COc1cc(C(=O)N2CCN(S(=O)(=O)c3ccc(C)cc3)CC2)ccc1OCC(=O)N1CCOCC1 returned DYRK1A inh 5.
For OCC1OCOC2C(CO)OCOC12 (stereo not given) the results were DYRK1A inh 5.
Screening O=C(COc1ccccc1Cl)Nc1ccc2[nH]c(=O)[nH]c2c1 returned DYRK1A inh 16.
Cc1cccc(NC(=O)CN2CCN(C(=O)c3ccc(-c4nc5ccccc5s4)o3)CC2)c1C was read as DYRK1A inh 9.
Screening O=C(CCOc1ccccc1)Nc1ccc(Cl)c(S(=O)(=O)N2CCOCC2)c1 returned DYRK1A inh 0.
`O=C(NCC1CCCO1)c1cccc(S(=O)(=O)N2CCCCC2)c1` (stereo not given) gave DYRK1A inh 2.
Screening CN1CC(=O)N(CC(=O)Nc2ccc(N3CCOCC3)cc2)C1=O returned DYRK1A inh 2.
Screening O=C(O)C1C2CCC(CC2)C1C(=O)O (stereo not given) returned DYRK1A inh 1.
For O=c1c2ccccc2oc2c1ccc1ccccc12 the results were DYRK1A inh 15.
Screening N#C/C(=C/c1ccc(-c2ccc(S(=O)(=O)N3CCOCC3)cc2)o1)C(=O)NC1CC1 returned DYRK1A inh 0.

Grouped by structure: those above with a Cl atom
Screening O=C(COc1ccccc1Cl)Nc1ccc2[nH]c(=O)[nH]c2c1 returned DYRK1A inh 16.
Screening O=C(CCOc1ccccc1)Nc1ccc(Cl)c(S(=O)(=O)N2CCOCC2)c1 returned DYRK1A inh 0.

Going on with the list.
For OC(c1ccccn1)C(O)c1ccccn1 (stereo not given) the results were DYRK1A inh 6.
For O=C(NOCc1ccccc1)c1cccc([N+](=O)[O-])c1 the results were DYRK1A inh 2.
`CCCNC1(C(N)=O)CCN(Cc2ccccc2)CC1` gave DYRK1A inh 4.
N#CCOc1ccccc1CNC[C@H]1O[C@@H](n2cnc(C(N)=O)n2)[C@H](O)[C@@H]1O was read as DYRK1A inh -1.
For CCN1C[C@@H]2[C@@H]3C(=O)N(C)C(=O)[C@@H]3[C@](Cc3ccccc3)(C1=O)N2C(=O)c1ccc(Cl)cc1 the results were DYRK1A inh 5.
For O=C1[C@H](Cc2ccccc2)NCC=CC[C@H](c2ccc(Cl)cc2)N1Cc1ccccc1 the results were DYRK1A inh -1.
CCN1CCC(O)(C(C(=O)OC)c2ccccc2)CC1 (stereo not given) was read as DYRK1A inh -4.
Screening Cc1ccc([C@H]2C(C(=O)O)=CC[C@@H](c3ccc4c(c3)OCO4)N2S(=O)(=O)c2ccc(C)cc2)cc1 returned DYRK1A inh -3.
CCC(C)Cn1cnc2c(SCc3ccccc3F)nc(N)nc21 (stereo not given) was read as DYRK1A inh 1.
O=C(NCC(c1ccco1)N1CCCCC1)c1cccc(S(=O)(=O)Nc2ccc(F)cc2)c1 (stereo not given) was read as DYRK1A inh -3.
COc1ccc2[nH]c3c(c2c1)CCN1C(=O)C(CC(=O)NC/C=C(\C)CCC=C(C)C)C[C@H](C(=O)N2CCOCC2)[C@@]31CCC1CCCC1 (stereo not given in full) was read as DYRK1A inh -2.
`CCOC(=O)C1=CN(Cc2cccc(F)c2)S(=O)(=O)N(C)C1c1ccc2ccccc2c1` (stereo not given) gave DYRK1A inh -3.
`CN1CCC(n2[nH]c(-c3ccccc3)c(Cc3ccccc3)c2=O)CC1` gave DYRK1A inh 0.
`O=C1Nc2c(Cl)cc(Cl)cc2C1=O` gave DYRK1A inh -2.
For CC(NC(=O)c1ccc(C(=O)c2ccccc2)cc1)c1ccc(S(N)(=O)=O)cc1 (stereo not given) the results were DYRK1A inh -2.
Screening CC(C)(C)OC(=O)n1cccc1/C=C1\c2ccccc2C(=O)N1c1ccccc1 returned DYRK1A inh 1.
Screening O=[N+]([O-])c1ccc(NCCNc2ccc([N+](=O)[O-])cc2)cc1 returned DYRK1A inh 9.
For CC1CCc2c(ccc3ccccc23)C1=O (stereo not given) the results were DYRK1A inh -4.
For COc1ccc(CN(C)C(=O)c2ccc(NC(=O)CC3SC(N4CCCCC4)=NC3=O)cc2)c(OC)c1 (stereo not given) the results were DYRK1A inh 0.
`O=C(COC(=O)c1c(F)cccc1Cl)NC1CCCCC1` gave DYRK1A inh 16.
For COc1ccc(NS(=O)(=O)c2cccc(C(=O)NCC(c3ccc(OC)cc3)N3CCCCC3)c2)cc1 (stereo not given) the results were DYRK1A inh 4.
Screening COc1cc2c(O)cc(C(=O)O)c(-c3cc(OC)c(OC)c(OC)c3)c2cc1OC returned DYRK1A inh 1.
For CCC(C)Cn1cnc2c(Sc3c([N+](=O)[O-])ncn3C)nc(N)nc21 (stereo not given) the results were DYRK1A inh 3.
Screening COc1cc(OC)cc(C(=O)NC(C(=O)NNC(=O)CN(C)S(=O)(=O)c2ccc(C)cc2)C(C)C)c1 (stereo not given) returned DYRK1A inh 3.
O=C(C=Cc1ccccc1)c1c[nH]c2ccccc2c1=O was read as DYRK1A inh -1.
Screening OCCN(Cc1cccnc1)Cc1ccccn1 returned DYRK1A inh 3.
O=C1[C@@H](Oc2ccccc2)[C@@H](c2ccncc2)N1c1ccncc1 was read as DYRK1A inh -4.
For CC1CCCCC1NC(=O)Cn1cnc2sccc2c1=O (stereo not given) the results were DYRK1A inh -7.
COc1cc(C=CC(=O)OCC=Cc2ccc3c(c2)OCO3)cc(OC)c1OC was read as DYRK1A inh -1.
Screening Cc1noc(C)c1COc1ccccc1C(=O)N1CCN(S(=O)(=O)c2ccccc2C#N)CC1 returned DYRK1A inh 2.
For CC(C)O/C(=N/S(=O)(=O)c1ccc(Cl)cc1)c1ccccc1 the results were DYRK1A inh 3.
Cc1noc(C)c1S(=O)(=O)Nc1ccc2c(c1)C(=O)N([C@H](C)CO)C[C@H](C)[C@@H](CN(C)C(=O)Nc1ccc3c(c1)OCO3)O2 was read as DYRK1A inh 0.
Screening CCOC(=O)C1=CNS(=O)(=O)NC1c1ccc(OC(C)=O)cc1 (stereo not given) returned DYRK1A inh -2.
Screening CCN(C[C@H]1N[C@@](Cc2ccccc2)(C(=O)OC)[C@H]2C(=O)N(Cc3ccccc3)C(=O)[C@@H]12)C(C)=O returned DYRK1A inh 5.
For CCc1ccc(NC(=O)CN2CCN(c3ccc(OC)cc3)CC2)cc1 the results were DYRK1A inh 4.
`N#Cc1ccc(CSc2ccc(S(=O)(=O)N3CCCCCC3)cn2)cc1` gave DYRK1A inh 0.

In the list so far, these contain a nitro group on carbon:
`CC(=NNc1ccc([N+](=O)[O-])cn1)c1ccccc1` gave DYRK1A inh 9.
For O=C(NOCc1ccccc1)c1cccc([N+](=O)[O-])c1 the results were DYRK1A inh 2.
Screening O=[N+]([O-])c1ccc(NCCNc2ccc([N+](=O)[O-])cc2)cc1 returned DYRK1A inh 9.
For CCC(C)Cn1cnc2c(Sc3c([N+](=O)[O-])ncn3C)nc(N)nc21 (stereo not given) the results were DYRK1A inh 3.

Going on with the list.
Screening Cc1cc(C)nc(SCC(=O)NNS(=O)(=O)c2ccc(C#N)cc2)n1 returned DYRK1A inh 12.
For Cc1ccc(C(=O)CCC(=O)OCC(=O)N2CCN(S(=O)(=O)c3ccc(C)cc3C)CC2)cc1 the results were DYRK1A inh 9.
Screening Cc1cc(=O)oc2c(CN3CCCCC3)c(O)ccc12 returned DYRK1A inh 3.
`CC1C(=O)C(C)C(c2cc(Br)ccc2O)NC1c1cc(Br)ccc1O` (stereo not given) gave DYRK1A inh -2.
For CCOC(=O)C1=CN(Cc2ccco2)S(=O)(=O)N(C)C1c1ccc2ccccc2c1 (stereo not given) the results were DYRK1A inh 4.
O=C([O-])c1cc(-c2ccccc2)cc(-c2ccccc2)[n+]1CCc1ccc(Cl)cc1 was read as DYRK1A inh 1.
`C[C@H](NC(N)=O)C(=O)Nc1ccc(N2CCOCC2)c(S(=O)(=O)Nc2ccc(Cl)cc2)c1` gave DYRK1A inh -6.
COc1ccc(C)cc1NS(=O)(=O)c1ccccc1 was read as DYRK1A inh 4.
CN1CCN(S(=O)(=O)c2cccc(C#N)c2)C(c2ccccc2)C1 (stereo not given) was read as DYRK1A inh 3.
Screening O=C(CC(=O)N1CCOCC1)N1CCOCC1 returned DYRK1A inh 5.
CN(C)CCC(O)(c1ccccc1)c1ccccc1Cl (stereo not given) was read as DYRK1A inh -5.
Cc1sc2ncnc(N3CCC(C(=O)Nc4cc(C(F)(F)F)ccc4OCC(F)(F)F)CC3)c2c1C was read as DYRK1A inh 12.

Molecules from the list above containing two or more sulfur atoms, in the order listed:
`N#Cc1ccc(CSc2ccc(S(=O)(=O)N3CCCCCC3)cn2)cc1` gave DYRK1A inh 0.
Screening Cc1cc(C)nc(SCC(=O)NNS(=O)(=O)c2ccc(C#N)cc2)n1 returned DYRK1A inh 12.

The results go on:
`CC(=O)N1c2ccc(C)cc2Sc2c1ccc1ccccc21` gave DYRK1A inh -4.
`Clc1ccc(C=NN2CCCCCC2)cc1Cl` gave DYRK1A inh 4.
CC(C)C[C@@H](CN)NC(=O)c1nc[nH]c1C(=O)N[C@@H](C)C(=O)CNC[C@H](C)NC(=O)c1nc[nH]c1C(=O)N[C@@H](CC(=O)O)C(=O)O was read as DYRK1A inh -2.
For CC(=NNC(=O)c1ccncc1)c1cccc(Cl)c1 the results were DYRK1A inh -1.
CCOC(=O)Cc1csc(SCC(=O)Nc2ccc(C)cc2F)n1 was read as DYRK1A inh 4.
Screening CC(C)Cn1c(SCC(=O)N2CCOCC2)nc2ccccc2c1=O returned DYRK1A inh -1.
Screening CCC(=O)Nc1ccc(C(=O)COC(=O)c2sc(C)nc2C)cc1 returned DYRK1A inh -2.
`COc1ccc(OC)c(NC(=O)COC(=O)Cn2nnc(-c3ccccc3)n2)c1` gave DYRK1A inh -1.
For O=[N+]([O-])c1ccc(Cl)c(S(=O)(=O)NC2=NCCC2)c1 the results were DYRK1A inh 3.
`CN1CCN(S(=O)(=O)c2ccc(C3CCCCC3)cc2)CC1` gave DYRK1A inh 0.
`O=C1c2ccccc2C(=O)c2cc(N3CCCCC3)ccc21` gave DYRK1A inh 8.
`O=C(Cc1ccc(NC(=O)C2CCCN(C(=O)C3CCCC3)C2)cc1)Nc1ccc(C(=O)N2CCOCC2)cc1` (stereo not given) gave DYRK1A inh -1.
`O=C(Nc1c(Br)cc2c(c1Br)Cc1ccccc1-2)C(Cl)Cl` gave DYRK1A inh 1.
C=C1[C@H](C)CN[C@H]1CCO was read as DYRK1A inh 0.
Screening C#CCOCCOCCOCCNc1nc(N2CCN(C(=O)Cn3cc(CC(C)O)nn3)CC2)nc(N2CCN(C(=O)[C@H]([C@@H](C)O)n3cc(CCCCN)nn3)CC2)n1 (stereo not given in full) returned DYRK1A inh -1.
For COc1cccc(CC(=O)Nc2ccc(N3CCOCC3)c(S(=O)(=O)Nc3ccccc3OC)c2)c1 the results were DYRK1A inh -5.
For Cc1ccccc1-n1nc(C)c2cc(C(=O)N3CCN(S(=O)(=O)c4ccccc4)CC3)sc21 the results were DYRK1A inh -4.
For CCN(C[C@H]1N[C@@](Cc2ccccc2)(C(=O)OC)[C@H]2C(=O)N(Cc3ccccc3)C(=O)[C@@H]12)S(=O)(=O)c1ccc(C(F)(F)F)cc1 the results were DYRK1A inh -1.
Screening Cc1cn(CC(=O)NCc2ccc3c(c2)OCO3)c(=O)[nH]c1=O returned DYRK1A inh 12.
Screening CCCCn1c(N)c(N(Cc2ccccc2)C(=O)COc2ccccc2F)c(=O)[nH]c1=O returned DYRK1A inh 2.
Screening COc1cc(C(C)=O)ccc1OCC(=O)Nc1cc(S(=O)(=O)N2CCOCC2)ccc1N1CCCC1 returned DYRK1A inh -11.
Screening COc1cc2c(cc1NC(=O)C(F)(F)F)-c1ccc(NC(=O)C(F)(F)F)cc1C2 returned DYRK1A inh -2.
`COc1ccc(S(=O)(=O)NCc2nc3nc(C)cc(C)n3n2)cc1` gave DYRK1A inh 0.
Screening CCOc1ccc(N2CC(C(=O)NCCN3C(=O)S/C(=C/c4cccnc4)C3=O)CC2=O)cc1 (stereo not given) returned DYRK1A inh -9.
For O=C1NCN(C2CCCCC2)CN1 the results were DYRK1A inh -2.
For Cc1cc2c(cc1C)NC1(C[C@H]3CCC(=O)N4CC[C@@H](C1)[C@@H]34)C(=NC(C)(C)CC(C)(C)C)N2 (stereo not given in full) the results were DYRK1A inh -2.
C(=NOCc1ccccc1)c1cccnc1 was read as DYRK1A inh -5.
CCCN(C(=O)c1cc(S(=O)(=O)N2CCN(CC)CC2)ccc1Cl)C1CCS(=O)(=O)C1 (stereo not given) was read as DYRK1A inh -2.
Screening O=C(Cn1c(=O)ccn(Cc2ccccc2)c1=O)Nc1cccc(S(=O)(=O)N2CCOCC2)c1 returned DYRK1A inh 1.
COc1ccc(C(=O)c2ccccc2C(=O)c2ccccc2)cc1 was read as DYRK1A inh -3.
`CN(C(=O)c1cccc(NC(=O)Cc2ccc(NC(=O)C3CCN(C(=O)C4CCCC4)CC3)cc2)c1)C1CCCCC1` gave DYRK1A inh 1.
For COc1ccc(C[C@@H]2OC3(C=CC(=O)C=C3)O[C@H]2Cc2ccc(OC)cc2)cc1 the results were DYRK1A inh 2.
Screening O=[N+]([O-])c1cc(Br)ccc1C[n+]1ccccc1 returned DYRK1A inh 3.
`O=C(NN1CCCCCC1)c1ccccc1F` gave DYRK1A inh 4.
Screening COc1cccc(NC(=O)CN(C)C(=O)c2cccc(NS(=O)(=O)c3ccc(Br)cc3)c2)c1 returned DYRK1A inh 1.
Screening CN(c1ccccc1)S(=O)(=O)c1ccc(C(=O)NCc2ccccc2CN2CCCC2)cc1 returned DYRK1A inh 7.
For CN(C(=O)c1cccc(NC(=O)Cc2ccc(NC(=O)C3CCN(S(=O)(=O)c4cccc([N+](=O)[O-])c4)CC3)cc2)c1)C1CCC1 the results were DYRK1A inh 3.

Screening data: PubChem, Broad Institute

An excerpt (hit frequency here may not be typical).
